IDE cell inh: inhibitors of human insulin-degrading enzyme in cells; P14735; HEK cells, FAbetaB cleavage, fluorescence polarization; inhibition, % at 5.59 µM; actives 0.41% (n = 320,000); AID 434962;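 active means percent inhibition above the average of all tested compounds plus 3 SD, set per screening campaign, cut at about 16% in these data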;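 further: IDE supplied by intact live HEK cells; FP after avidin binding of uncleaved biotin substrate so inhibition keeps polarization high; 0% = DMSO wells and 100% = 60 µM reference IDE inhibitor Ii1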
Target sequence (P14735 whole entry, looked up): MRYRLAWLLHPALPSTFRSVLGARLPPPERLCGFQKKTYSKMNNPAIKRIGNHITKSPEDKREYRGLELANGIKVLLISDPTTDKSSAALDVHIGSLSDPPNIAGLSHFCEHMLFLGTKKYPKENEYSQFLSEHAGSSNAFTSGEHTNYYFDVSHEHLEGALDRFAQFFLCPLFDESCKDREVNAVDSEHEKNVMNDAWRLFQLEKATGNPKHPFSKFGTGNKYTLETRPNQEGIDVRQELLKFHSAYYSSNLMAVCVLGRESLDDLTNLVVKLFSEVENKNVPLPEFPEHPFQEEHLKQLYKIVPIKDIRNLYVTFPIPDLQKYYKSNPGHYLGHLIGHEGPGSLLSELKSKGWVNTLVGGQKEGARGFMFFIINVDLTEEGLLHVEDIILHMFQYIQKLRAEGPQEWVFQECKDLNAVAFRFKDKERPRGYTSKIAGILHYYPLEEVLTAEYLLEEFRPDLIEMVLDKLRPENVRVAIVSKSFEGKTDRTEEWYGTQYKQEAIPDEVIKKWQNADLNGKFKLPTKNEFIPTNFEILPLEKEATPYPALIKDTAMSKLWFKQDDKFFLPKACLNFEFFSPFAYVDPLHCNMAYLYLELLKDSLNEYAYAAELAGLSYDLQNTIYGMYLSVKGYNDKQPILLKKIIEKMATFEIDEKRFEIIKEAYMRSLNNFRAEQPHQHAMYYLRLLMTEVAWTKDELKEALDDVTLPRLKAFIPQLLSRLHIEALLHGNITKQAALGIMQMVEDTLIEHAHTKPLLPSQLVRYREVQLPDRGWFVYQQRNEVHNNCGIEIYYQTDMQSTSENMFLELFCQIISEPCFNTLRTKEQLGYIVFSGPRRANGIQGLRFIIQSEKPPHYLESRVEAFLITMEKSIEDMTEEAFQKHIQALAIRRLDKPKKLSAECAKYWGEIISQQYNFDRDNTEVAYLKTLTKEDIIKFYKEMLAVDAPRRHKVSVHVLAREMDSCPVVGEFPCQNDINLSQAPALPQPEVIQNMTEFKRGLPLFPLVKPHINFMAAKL
CRFBP-R2 block: blocks CRF-induced signaling of the CRF-BP/CRF-R2 complex; HEK293 CRF-R2/CRF-BP, CRF-induced calcium fluorescence; inhibition, % at 11.8 µM; actives 0.59% (n = 350,000); AID 588475;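 active means inhibition of the ligand-induced calcium signal above about 50% at the single tested concentration, limit read from the data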
CHRM4 PAM: potentiates acetylcholine response at human M4 receptor; AID 624126; actives 0.4% (n = 360,000); activation, % at 3 µM; CHO-K1 hM4/Gqi5, Fluo-8 calcium fluorescence, ACh EC20; 0% = ACh EC20, 100% = maximal ACh; P08173;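 active means activation above its plate's cutoff, the mean activation of sample wells plus 3 SD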; further: some results filed as inactive read as strong as hits
CHRM5 PAM: positive allosteric modulators of human muscarinic M5 receptor; P08912; CHO-K1 hM5, Fluo-8 calcium, ACh EC20 PAM; 0% = ACh EC20, 100% = ACh EC100; actives 0.3% (n = 360,000); AID 624038; activation, % at 3 µM;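 active means activation above the run cutoff, the mean activation of all test compounds plus 3 SD, cut at about 18% in these data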
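Measured by: Fluo-8 calcium fluorescence; material: human M5 receptor in CHO-K1 cells; schedule: Post-acetylcholine fluorescence recording 140 s; benchmarks: low control EC20 acetylcholine (0%), high control EC100 acetylcholine (100%); read-out: Max/basal fluorescence ratio as % of EC20–EC100 ACh window; compound: single dose, 3 µM nominal final test concentration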
CRFR2-BP ag: agonists of human CRF-binding protein/CRF-R2 receptor complex. HEK293 CRF-R2/CRF-BP, calcium dye fluorescence (FLIPR); percent of saturating CRF peptide response. activation, % at 13.2 µM. actives 0.46% (n = 350,000);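 active means activation of at least 50%, plus an integration ratio under a set limit after plate pattern correction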;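 further: plate controls were neutral control wells without compound for no effect and CRF at EC100 for full effect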
M5 antag: CHRM5 antagonism in calcium assay. inhibition, % at 3 µM. P08912. actives 0.59% (n = 360,000). CHO-hM5 cells, Fluo-8 calcium fluorescence, ACh EC80;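 active means inhibition above a per-plate cutoff, the mean of that plate's test compounds plus 3 SD, cut at about 27% in these data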;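 further: 0% = acetylcholine EC80 with DMSO and 100% = DMSO without agonist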
M5 ag: CHRM5 agonism in calcium assay; actives 0.19% (n = 360,000); activation, % at 3 µM; CHO-K1 hM5 cells, Fluo-8 calcium fluorescence; 0% DMSO wells, 100% maximal acetylcholine response; P08912;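 active means activation above the run's mean over test compounds plus 3 SD, cut at about 23% in these data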;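 further: signal is peak over basal fluorescence ratio across the kinetic read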
M4 antag: antagonists of human muscarinic M4 receptor (CHRM4). CHO-hM4 cells, ACh EC80, Fluo-8 calcium fluorescence. inhibition, % at 3 µM. actives 0.73% (n = 360,000). AID 624125. P08173;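 active means inhibition above its plate's cutoff, the mean inhibition of sample wells plus 3 SD, cut at about 27% in these data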;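 further: 0% = acetylcholine EC80 with DMSO and 100% = DMSO without agonist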
M4 ag: CHRM4 agonism in calcium assay; activation, % at 3 µM; CHO-K1 hM4/Gqi5, Fluo-8 calcium fluorescence; vehicle 0%, full acetylcholine response 100%; actives 0.14% (n = 360,000); P08173;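 active means activation above the run mean over all test wells plus 3 SD, cut at about 32% in these data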;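 further: peak over basal fluorescence ratio per well then scaled between controls; 0% = DMSO wells and 100% = acetylcholine at EC100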
* hit, by the source's call; · = no result given; & = joins results of further samples; ! = repeats disagree. Rows are unselected. About 2.9% of those tested had a hit in this group.

Every second line gives: CRFBP-R2 block	M4 antag	CHRM5 PAM	M4 ag	IDE cell inh	M5 antag	M5 ag	CRFR2-BP ag	CHRM4 PAM
- CCN1C(=O)c2cccc3c(NC(=O)c4cccc(N5C(=O)CCC5=O)c4)ccc1c23
→ 1	3	-9	6	-3	1	3	5.3	-16
- COc1ccc(NC(=O)CSc2ncnc3c2cnn3Cc2ccccc2)cc1
→ 8	9	1	1	-3	-8	1	0.8	-5
- COC(=O)c1cc2sccc2n1CC(=O)N1CCCc2ccccc21
→ 9	3	-3	0	4	5	1	-1.2	-2
- C#CCOCCOCCOCCNc1nc(N2CCN(C(=O)[C@H](CCC(=O)O)n3cc(CN)nn3)CC2)nc(N2CCN(C(=O)[C@H](CCC(=O)O)n3cc([C@@H](N)[C@H](C)CC)nn3)CC2)n1
→ 8	12	-8	1	-3	8	2	2.8	-8
- CN1C(c2ccc(F)cc2)=CS/C1=C(/C#N)c1nnc(N2CCOCC2)n1-c1ccccc1
→ 95*	-7	-18	2	5	25	-7	-2.2	5
- CCS(=O)(=O)c1ccc(C(=O)Nc2ccccc2)c(Cl)c1Cl
→ -9	-17	-8	13	-2	-6	3	0.1	5
- N#Cc1cccc(NC(=O)COC(=O)Cn2nc(-c3ccccc3)oc2=O)c1
→ -8	-11	-2	0	0	-3	0	1.5	11
- CCCCn1nnnc1C(c1cc2ccccc2o1)N1CCN(CC(=O)NC(C)C)CC1 (configuration not stated)
→ ·	-3	-7	1	·	-1	2	·	11
- O=C(COC(=O)c1ccccc1NC(=O)c1ccco1)NC1CC1
→ -3	7	0	1	12	-1	1	-1.0	-4
- Cc1ccn2c(Cc3ccccc3)c(-c3ccccc3)nc2c1
→ -1	-10	-2	0	·	8	-2	-0.3	4

In a second layout: 2 of the compounds above
CRFBP-R2 block | M4 antag | CHRM5 PAM | M4 ag | IDE cell inh | M5 antag | M5 ag | CRFR2-BP ag | CHRM4 PAM | SMILES
-1 | -10 | -2 | 0 | · | 8 | -2 | -0.3 | 4 | Cc1ccn2c(Cc3ccccc3)c(-c3ccccc3)nc2c1
9 | 3 | -3 | 0 | 4 | 5 | 1 | -1.2 | -2 | COC(=O)c1cc2sccc2n1CC(=O)N1CCCc2ccccc21

The list goes on.
Every second line gives: CRFBP-R2 block	M4 antag	CHRM5 PAM	M4 ag	IDE cell inh	M5 antag	M5 ag	CRFR2-BP ag	CHRM4 PAM
- O=C(CN1C(=O)c2ccccc2S1(=O)=O)NCCc1ccccc1
→ -3	9	-3	1	4	11	-1	1.6	-2
- Cc1cc(NCCCN2CCOCC2)n2nc(C)c(-c3ccc(F)cc3)c2n1
→ -24	-1	4	0	3	2	-14	-2.8	8
- O=C(Cc1c(Cl)cccc1Cl)NC1CC1
→ 8	-6	-6	0	-2	4	-4	-0.4	7
- O=C(CCS(=O)(=O)c1ccccc1)NCc1ccccc1
→ -1	0	-3	0	4	9	-4	1.0	3
- Cn1c(N)c(C(=O)CN2CCc3ccccc3C2)c(=O)n(C)c1=O
→ 4	-9	6	2	4	0	1	0.3	5
- O=[N+]([O-])c1ccc(N2CCN(c3ccc(F)cc3)CC2)cn1
→ 11	1	-6	4	3	8	0	0.7	-2
- COc1cc(CC(=O)OCC(=O)N2C(C)CCCC2C)cc(OC)c1OC (configuration not stated)
→ 12	0	-3	1	3	2	3	5.1	1
- COc1ccc2c(c1OC)C(=O)N(c1ccc(OCc3ccccc3)cc1)C2=O
→ -26	2	-6	10	-5	13	2	4.7	-9
- CCOC(=O)c1c(=O)n(O)c2ccc(C)cc2[n+]1[O-]
→ 13	3	3	0	0	-2	0	1.6	5
- CCOC(=O)N1CCC(NC(=O)c2cc(C)c3c(C)nn(-c4ccccc4)c3n2)CC1
→ -8	2	3	0	0	-8	2	1.0	-5
- O=C(Nc1ccc(N2CCN(C(=O)c3ccc(Cl)cc3)CC2)cc1)c1ccc(Br)o1
→ 22	-18	-12	8	3	0	0	-0.8	-11
- CCC(C)(C)NC(=O)C(c1cccc(OC)c1OC)N(CCOC)C(=O)CCC(=O)Nc1cc(C)on1 (configuration not stated)
→ -15	8	1	-1	-10	16	-3	0.0	-8
- O=C1/C(=C\c2ccccn2)SC(=S)N1c1ccc(S(=O)(=O)Nc2nccs2)cc1
→ 0	5	-10	7	5	12	-5	1.3	-1
- CC(=O)c1cc(C)ccc1OC(=O)c1ccco1
→ 6	4	1	0	0	2	0	4.4	8
- CN1CCN(C(=O)CSc2nc(-c3cccs3)cc(-c3cccs3)c2C#N)CC1
→ -21	-3	-8	11	5	9	2	1.4	-11
- O=S(=O)(CC(O)(c1ccccc1)c1ccccc1)CC(O)(c1ccccc1)c1ccccc1
→ -30	-8	0	2	·	7	0	3.6	10
- Cc1ccccc1S(=O)(=O)NC(=O)C1(C)CCN1C(=O)CCc1ccc(Cl)cc1Cl (configuration not stated)
→ ·	-5	1	0	·	2	0	·	-2
- COc1ccc(C(=O)OC2CCN(C)CC2)cc1
→ 1	-15	4	1	5	-11	-7	-1.2	31*
- CN1CCN(CCCN2c3ccccc3Sc3ccc(C(F)(F)F)cc32)CC1
→ -6&18&-15	85*!	-24&-20&-19	5&2&6	4	8&16&21	-11&-10&0	0.5&2.2&-1.6	-6&-5&-16
- N#CC1=C(N)Oc2cc3ccccc3cc2C1c1cccnc1 (configuration not stated)
→ -4	3	0	-1	-3	5	4	-0.9	4
- Cc1cc(NC(=O)/C(C#N)=C/c2ccco2)n(-c2ccccc2)n1
→ 1	-9	-4	2	3	3	-2	-1.0	5
- O=C(Nc1cccc([N+](=O)[O-])c1)C(=O)N1CCCCC1
→ -8	-2	3	1	-1	-7	-2	2.1	7
- Cc1ccc(NC(=O)c2nn(C34CC5CC(CC(C5)C3)C4)cc2[N+](=O)[O-])cc1
→ -4	1	-19	-1	-7	-1	-4	-1.1	-10
- CCOC(=O)C1=C(COC(=O)CCOc2ccccc2)NC(=O)NC1C (configuration not stated)
→ 2	-8	-9	11	-4	6	2	-2.1	1
- C=C(C)CN(Cc1ccccc1)C(=S)Nc1ccccc1
→ -2	7	3	0	-6	5	1	-0.1	-1
- COCCn1c(=NC(=O)CSCC(=O)N2CCOCC2)sc2cc(C)ccc21
→ -20	-3	1	2	-2	1	-3	-0.2	-3
- COc1ccc(C(=O)/C=C/Nc2cc(C)on2)cc1
→ -8	-4	-1	3	1	5	2	0.3	4
- CCOC(=O)C1=C(C)NC(=O)C1CC(=O)O (configuration not stated)
→ 3	-1	0	0	3	2	-2	-2.5	2
- O=C(CSc1nnnn1C1CCCCC1)N1c2ccccc2Sc2ccccc21
→ -28	-3	-4	0	-3	3	0	-0.5	2
- CCc1cccc(NC(=O)COC(=O)c2c(-c3ccccc3)noc2C)c1
→ 8	-7	-3	1	·	-11	-2	0.2	-4
- CCOC(=O)c1cnn(-c2ccccc2)c1NC(=O)c1ccccc1C
→ 0	-9	-7	4	-1	-3	1	-2.5	8
- C/C(=N\NC(=O)CNc1ccc(F)cc1)c1cc2ccccc2o1
→ -9	-4	-2	2	-4	-8	0	-4.0	4
- Clc1cccc(Cl)c1Cn1cc(Br)cn1
→ -2	-16	1	-1	9	-2	-4	-4.5	4
- O=C(CCS(=O)(=O)c1cccc2nsnc12)NC1CCCCCC1
→ 3	3	-2	0	-1	2	0	-2.0	11
- O=C(O)/C(=C\c1cccc(O)c1)c1ccc(S(=O)(=O)N2CCCC2)s1
→ -1	5	10	2	0	-1	2	1.1	14
- COc1cccc(CN(C(=O)c2ccc([N+](=O)[O-])cc2)C2CCS(=O)(=O)C2)c1 (configuration not stated)
→ -6	2	-6	0	0	11	-3	-3.2	-1
- COC(=O)C(Cc1ccccc1)NC(=O)CCCC(=O)NCc1cccc(OC)c1 (configuration not stated)
→ -2	-12	8	1	5	-13	3	-0.6	2
- O=[N+]([O-])c1ccc(Cl)c(/C=N/n2c(COc3ccccc3)n[nH]c2=S)c1
→ 8	1	-1	0	-1	-3	1	0.0	2
- Cc1cc(C)cc(N(CC(=O)NCC2CCCO2)C(=O)CCC(=O)Nc2nccs2)c1 (configuration not stated)
→ 5	-11	14	1	-3	-11	-3	0.5	0
- Cc1ccc2nsnc2c1S(=O)(=O)N1CCN(CCc2ccccc2)CC1
→ -12	-2	-4	2	2	5	-3	1.9	-3
- CCOc1ccc(NC(=S)N2CCN(S(=O)(=O)c3ccccc3)CC2)cc1
→ -3	-2	7	1	·	0	-3	0.0	1
- CCOC(=O)Cc1csc(SCC(=O)NC2CCS(=O)(=O)C2)n1 (configuration not stated)
→ -3	-7	3	2	-3	2	1	0.5	4
- COc1cccc(C(=O)NCCS(=O)(=O)N2CCCC2)c1
→ 7	-11	2	1	-5	0	-4	-1.0	0
- Fc1ccc(-n2nnc(-c3cccnc3)n2)cc1
→ 0	-4	3	1	-1	8	2	-1.2	11
- CCOc1ccc(Nc2nc3c(C)cccc3cc2C#N)cc1
→ -14	-13	-5	0	7	9	-6	12	-3
- COc1ccc(C(=O)NCCCNC(=O)c2cccnc2)cc1OC
→ -5	2	-1	1	0	2	1	1.2	-1
- COc1ccc(S(=O)(=O)N2CCCC(C(=O)NC3CC3)C2)cc1Cl (configuration not stated)
→ 15	-21	-3	1	-2	14	-2	0.7	2
- CCOc1ccc(NS(=O)(=O)c2cc(NC(=O)c3ccc(C)cc3)ccc2Cl)cc1
→ 19	5	-7	1	4	10	-6	1.4	-5
- CC1CCCN(S(=O)(=O)c2ccc3c(c2)c(=O)nc2ccccn23)C1 (configuration not stated)
→ 4	-13	-1	0	2	-2	-5	0.6	1
- CCc1cc(-c2nnn(CCC3COCCO3)c2CC)ccc1-c1cn(Cc2ccc3ccccc3c2)nn1 (configuration not stated)
→ 4	-3	0	8	·	15	5	2.0	2
- CCCCCOC(=O)c1c(N)n(CCOC)c2nc3ccccc3nc12
→ -13	2	-5	-1	-3	1	3	0.6	-2
